# Source: PubChem BioAssay (National Center for Advancing Translational Sciences (NCATS))
# TRb-SRC2 inh: qHTS for Inhibitors of the Interaction of Thyroid Hormone Receptor and Steroid Receptor Coregulator 2 | 280,000 tested, 0.065% active | Potency, µM (doses to about 106 µM), without a hit: top-dose activity change, negative = inhibition, usual class: inhibitors | Thyroid hormone receptor beta (Homo sapiens), P10828 | TRbeta-SRC2 peptide binding, fluorescence polarization; receptor liganded with 1 µM T3;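 note: plate controls were bound peptide for no effect and peptide without receptor for full effect; nearly all actives have a fitted effect of over 50% in size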
# Target sequence (P10828 whole entry, looked up): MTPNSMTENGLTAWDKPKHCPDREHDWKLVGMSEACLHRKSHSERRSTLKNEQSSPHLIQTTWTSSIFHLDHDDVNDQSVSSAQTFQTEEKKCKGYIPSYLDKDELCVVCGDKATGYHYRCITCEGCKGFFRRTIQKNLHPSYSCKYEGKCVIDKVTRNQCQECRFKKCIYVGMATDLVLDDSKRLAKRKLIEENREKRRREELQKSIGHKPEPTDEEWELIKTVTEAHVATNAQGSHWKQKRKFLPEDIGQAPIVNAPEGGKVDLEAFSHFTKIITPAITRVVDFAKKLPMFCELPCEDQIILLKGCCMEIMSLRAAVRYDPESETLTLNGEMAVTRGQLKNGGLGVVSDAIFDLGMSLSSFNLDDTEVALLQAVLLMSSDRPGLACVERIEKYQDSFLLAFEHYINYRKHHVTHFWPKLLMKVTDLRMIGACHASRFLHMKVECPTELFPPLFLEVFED
#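 Compounds were added to 0.6 uM TRb ligand-binding domain and 20 nM Texas Red-labeled SRC2 peptide in Tris buffer containing 1 uM T3, incubated 5 hr at ambient temperature, then read by fluorescence polarization.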
# RECQ1 helicase: qHTS Assay for Inhibitors of RecQ-Like Dna Helicase 1 (RECQ1); ATP-dependent DNA helicase Q1 (Homo sapiens), P46063; RECQ1 DNA unwinding, red fluorescence kinetic read; Potency, µM (doses to about 57.3 µM), for inactives: top-dose activity, negative = inhibition, usual class: inhibitors; 240,000 tested, 0.54% active; AID 2549, 2010;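 note: plate controls were vehicle for no effect and no enzyme for full effect; nearly all actives have a fitted effect of over 30% in size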
# Target sequence (P46063 whole entry, looked up): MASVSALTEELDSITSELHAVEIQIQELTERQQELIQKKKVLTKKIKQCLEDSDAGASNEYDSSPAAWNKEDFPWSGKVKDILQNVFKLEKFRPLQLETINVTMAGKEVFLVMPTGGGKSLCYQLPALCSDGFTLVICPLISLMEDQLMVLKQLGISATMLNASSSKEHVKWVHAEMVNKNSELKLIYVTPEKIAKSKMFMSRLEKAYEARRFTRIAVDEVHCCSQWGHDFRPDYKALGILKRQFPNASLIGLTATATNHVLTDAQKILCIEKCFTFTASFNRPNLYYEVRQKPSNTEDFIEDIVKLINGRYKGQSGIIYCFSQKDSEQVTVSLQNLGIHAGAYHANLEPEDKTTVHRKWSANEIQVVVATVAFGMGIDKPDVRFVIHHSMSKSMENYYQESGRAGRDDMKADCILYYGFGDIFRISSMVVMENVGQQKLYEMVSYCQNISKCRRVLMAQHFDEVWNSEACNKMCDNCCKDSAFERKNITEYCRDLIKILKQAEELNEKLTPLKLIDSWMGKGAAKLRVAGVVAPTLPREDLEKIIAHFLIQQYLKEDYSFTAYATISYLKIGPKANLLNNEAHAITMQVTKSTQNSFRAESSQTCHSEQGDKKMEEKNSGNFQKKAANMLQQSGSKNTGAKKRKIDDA
#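 50 nM RECQ1T1 preincubated 15 min with compound in Tris pH 8.0 buffer with MgCl2, DTT, Tween-20 and 2.5 ug/ml poly(dI-dC); started with 200 nM TAMRA/BHQ-2 forked duplex and 2 mM ATP. Unwinding read as fluorescence (525/598 nm), two reads 2 h apart.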
# Lamin A splicing: qHTS Assay for Modulators of Lamin A Splicing; Potency, µM (doses to about 46.1 µM), for the others: at the top dose ratio change, negative = inhibition, actives largely listed as inhibitors; HeLa LMNA splicing GFP/RFP minigene ratio, 48 h; AID 1487, 2009; 200,000 tested, 0.01% active; active = well fitted inhibition curve with a large enough effect in the signal ratio, with a control signal flat, not every such curve was filed as active; inconclusive = small, poorly fitted or top-dose-only effect, or effect the other way, or a change in a side signal; the % refers to the signal ratio; note: % is set by controls: 0 for no effect and ±100 for the full control effect
#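 S3 HeLa cells stably expressing lamin A-EGFP splicing minigene plus DsRed2, 600 cells/well, 48 h compound exposure at 37C. Laser-scanning cytometry; analysed as GFP (500-530 nm)/RFP (575-640 nm) total intensity ratio; 0.5% DMSO vehicle.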
# SMN2 splice up: qHTS Assay for Enhancers of SMN2 Splice Variant Expression; AID 1458, 2008; HEK293 SMN2-luciferase splicing reporter, luminescence, 30-36 h; Potency, µM (top dose mostly 46.1 µM), without a hit: at the top dose activity change, positive = activation, most hits filed as activators; 210,000 tested, 2.8% active; note: % of control where 0% means no effect; nearly all actives have a fitted effect of over 55% in size
#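 HEK293 cells carry an SMN2 minigene-luciferase reporter in which exon 7 inclusion puts luciferase in frame. Cells were seeded at 2000 cells/well, attached for 10-12 hours, then exposed to compounds for 30-36 hours at 37C before ONE-Glo luminescence.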
# ALDH1A1 block: qHTS Assay for Inhibitors of Aldehyde Dehydrogenase 1 (ALDH1A1); Purified ALDH1A1, NADH fluorescence, propionaldehyde substrate; 220,000 tested, 7.3% active; Potency, µM (highest dose often 75.3 µM), for inactives: top-dose activity, negative = inhibition, hits mostly inhibitors; Aldehyde dehydrogenase 1A1 (Homo sapiens), P00352; active = well fitted inhibition curve with a large enough effect, not every such curve was filed as active; inconclusive = small, poorly fitted or top-dose-only effect, or another doubt; inactive = no such curve, though single readings can be large or run the other way;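 note: plate controls were no enzyme wells and a reference inhibitor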
# GoLoco inh red: qHTS Assay for Inhibitors of RGS12 GoLoco Motif Activity (Red Fluorophore) | Gai1:RGS12 GoLoco peptide FP, rhodamine, 10 min | 230,000 tested, 0.44% active | Guanine nucleotide-binding protein G(i) subunit alpha-1 (Homo sapiens), P63096 | Potency, µM (titrated, usually from 61.6 µM), inactives show at the highest dose activity, negative = inhibition, actives largely listed as inhibitors | AID 880, 2007; active = well fitted inhibition curve with a large enough effect, not every such curve was filed as active; inactive = no such curve, though single readings can be large or run the other way; note: % is set by controls: 0 for no effect and ±100 for the full control effect; nearly all actives have a fitted effect of over 30% in size; many of its hits are not listed in these tables
# KDM4E inh: qHTS Assay for Inhibitors of Human Jumonji Domain Containing 2E (JMJD2E) | Potency, µM (titrated, usually from 57.1 µM), without a hit: top-dose activity change, negative = inhibition, hits mostly inhibitors | Lysine-specific demethylase 4E (Homo sapiens), B2RXH2 | AID 2147, 2009 | 230,000 tested, 1.6% active | JMJD2E catalytic domain, FDH-coupled NADH fluorescence (FDH is formaldehyde dehydrogenase); active = well fitted inhibition curve with a large enough effect, not every such curve was filed as active; inconclusive = small, poorly fitted or top-dose-only effect, or another doubt; inactive = no such curve, though single readings can be large or run the other way;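 note: 0% = wells with enzyme and -100% = buffer wells without enzyme; nearly all actives have a fitted effect of over 50% in size; many of its hits are not listed in these tables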
# TR SRC2 fluor cs: Total Fluorescence Counterscreen for Inhibitors of the Interaction of Thyroid Hormone Receptor and Steroid Receptor Coregulator 2; TRb/SRC2 Texas Red total fluorescence interference; Potency, µM (highest dose often 106 µM), for the others: at the highest dose fluorescence change, negative = quenching; 280,000 tested, 0.29% active; AID 1479, 2009; active = well fitted curve in either direction with a large enough effect; inconclusive = small, poorly fitted or top-dose-only effect; note: % is set by controls: 0 for no effect and ±100 for the full control effect
#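 Human TRb ligand-binding domain at 0.6 uM with 20 nM Texas Red SRC2 peptide in Tris buffer containing 1 uM T3 and 5% DMSO, incubated with compound 5 h at ambient temperature. Total fluorescence (555/632 nm) calculated as parallel + 2 × perpendicular.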
# * = called active by the depositor; i = inactive; ? = inconclusive; / = no result given; & = joins results of further samples; [ ] = remark or other dose. Unless noted, calls come from the whole dose curve; as a rule, active = well fitted curve in the direction sought with a large enough effect; inconclusive = small, poorly fitted or top-dose-only effect, or another doubt; inactive = no such curve, though single readings can be large; an effect the other way counts as inactive or inconclusive. Potency is the fitted concentration of half-maximal effect. The list is partial, so the mix of outcomes need not match the whole.
SMILES,TRb-SRC2 inh,RECQ1 helicase,Lamin A splicing,SMN2 splice up,ALDH1A1 block,GoLoco inh red,KDM4E inh,TR SRC2 fluor cs
O=C(Nc1ccc(OCC(=O)N2CCN(S(=O)(=O)c3ccccc3)CC2)cc1)c1ccco1,-2%,i,-18%,22%,?,4%,6%,-7%
COc1ccc2oc(-c3ccc(C)c(NC(=O)c4ccc(N5CCOCC5)c([N+](=O)[O-])c4)c3)nc2c1,5%,-16%,21%,4%,4%,11%,-7%,4%
NS(=O)(=O)c1ccc(CNC(=O)/C=C/c2ccccc2)cc1,-8%,-5%,8%,3%,2%,4%,-7%,-1%
COC(CNC(=O)[C@H](CSCc1ccccc1)N1Cc2ccccc2C1=O)OC,-4%,-7%,/,-3%,-4%,3%,-6%,-2%
C=CCn1cnc2c(c1=O)c1nc3ccccc3nc1n2/N=C/c1ccccn1,0%,i,-10%,-11%,?,17%,?,-9%
CCOC(=O)C1(CCOC)CCN(Cc2ccncc2)CC1,-2%,i,/,/,-3%,-4%,?,0%
S=C(NC1CCCCC1)N1CCN(c2ncccn2)CC1,-6%,13%,?,/,-15%,-15%,?,2%
Cc1csc(SC(C)C(=O)NCc2ccc3c(c2)OCO3)n1 (configuration not stated),3%,-8%,?,-1%,5%,0%,8%,1%
O=C(CCl)Nc1cccc(S(=O)(=O)N2CCCCCC2)c1,-5%,-10%,?,/,0.71µM*,/,0%,1%
CCOc1ccc(CN2CCCN(C)CC2)cc1,-1%,i,8%,-7%,-2%,5%,?,-4%
CCOc1ccc(/C=N/n2c(SC)nnc2-c2ccccc2)cc1OCC,1%,-1%,-12%,-13%,5%,5%,7%,1%
COC(=O)CCc1n[nH]c(=O)[nH]c1=O,-12%,1%,-4%,-1%,4%,8%,2%,-2%
COc1cccc(Cn2c(Oc3ccccc3)nc3c2c(=O)n(C)c(=O)n3C)c1,9%,-13%,-8%,-70%[inhibitor],0.25µM*,1%,7%,3%
COc1cccc(-c2cc(N(C)Cc3ccco3)ncn2)c1,/,i,?,/,?,-5%,/,/
C=CCn1c(SCC(=O)CC(=O)OCC)nc2cc(C(=O)N3CCC(C(N)=O)CC3)ccc2c1=O,-2%,-1%,/,-8%,?,23%,-29%,2%
CC(C(=O)Nc1ccccc1C(=O)N1CCCC1)n1nnc2ccccc21 (configuration not stated),3%,-3%,-4%,1%,-13%,6%,2%,-1%
CSc1ccc(C(=O)C2CCCN(C(=O)c3nn(C)c(=O)c4ccccc34)C2)cc1 (configuration not stated),0%,11%,0%[46 µM],/,?,4%,-5%,-3%
Cc1ccc(N2C(=O)N(CC(=O)N(C)Cc3ccccc3)C(=O)C2C)cc1 (configuration not stated),11%,-2%,-1%,11%,?,-14%,-8%,0%
O=C(NCCOCC(F)(F)C(F)F)c1cc(F)c(F)cc1Cl,0%,-1%,20%,-6%,0%,4%,3%,1%
O=C(O)c1ccccc1/C=N/NC(=O)c1cc(-c2ccco2)nc2ccccc12,6%,22µM*,/,/,?,36%[activator],?,?
CCN(CC)C(=O)c1ccccc1NC(=O)c1ccccc1SC,-7%,-8%,-1%[46 µM],/,-2%,1%,8%,0%
O=C(CNCC1CCCCC1)Nc1ccccc1N1CCCCC1,-13%,-4%,12%,-14%,-7%,47%[activator],-19%,-2%
CC(C)C(OC(=O)/C=C/c1ccc2c(c1)OCO2)C(=O)NC(N)=O (configuration not stated),-7%,4%,-8%[46 µM],-6%,?,-6%,?,1%
c1ccc(Nc2ncncc2-c2ccoc2)cc1,/,0%,-8%,/,?,-2%,/,/
Cc1cc(C)c(C(=O)COC(=O)Cn2cnnn2)cc1C,-12%,i,16%,-14%,4%,-8%,-2%,0%
CC(=O)Nc1cc(NC(C)=O)c2nc(N)sc2c1,5%,-7%,5%,12%,8%,-3%,-4%,-2%
CSc1nc2nc3c(cc2c(=O)n1-c1cccc(C)c1)COC(C)(C)C3,-5%,16%,/,/,3.5µM*,3%,-15%,0%
CCOC(=O)C1=NOC(C(=O)NN(C)c2ncc(C(F)(F)F)cc2Cl)C1 (configuration not stated),2%,-4%,10%[46 µM],-11%,-6%,9%,8%,1%
COc1ccc(C(=O)COc2cccc(NC(=O)c3ccco3)c2)cc1,11%,-3%,-4%,-10%,?,0%,-1%,0%
CCOC(=O)C1(CCOc2ccccc2)CCN(Cc2cc(OC)c3c(c2)OCO3)CC1,-2%,i,/,/,-10%,1%,-1%,-1%
COc1ccc(-c2cc(OC)c3ccccc3n2)cc1,-2%,-21%,?,9%,?,13%,?,-6%
C/C(=N/NC(=O)c1cc(C2CC2)[nH]n1)c1cccs1,-9%,-3%,6%,2.5µM*,7%,6%,-2%,2%
COc1cc(/C=N/NC(=O)C(Cc2c[nH]c3ccccc23)NC(=O)OCc2ccccc2)cc([N+](=O)[O-])c1O (configuration not stated),9%,-5%,-22%,5%[1.84 µM],?,-6%,?,0%
CCCn1c(CN2CCN(C(=O)c3ccco3)CC2)nc2c1c(=O)n(C)c(=O)n2C,-7%,-1%,-5%,-3%,-7%,6%,0%,-2%
COC(=O)c1cc(OC)c(OC)cc1NC(=O)Nc1ccc(OC)cc1OC,3%,-5%,-6%,-11%,-3%,6%,-23%,5%
Cc1ccc2c(c1)N(CC(=O)NCc1ccco1)C(=O)CO2,5%,-3%,0%,-31%[inhibitor],-1%,5%,0%,-3%
O=C1N(Cc2cccnc2)C[C@@H]2C[C@@H](c3ccc(-c4ccccc4)cc3)N3CCC[C@@]123,1%,-2%,-17%[46 µM],/,?,69%[activator],?,0%
O=C(NC1CC2CCC1C2)C1COc2ccccc2O1 (configuration not stated),-5%,-10%,-1%,8%,3%,-4%,3%,0%
CN(C)CCCn1c(SCC(=O)Nc2nc(-c3cccc(Br)c3)cs2)nc2ccccc2c1=O,-2%,18%,/,/,/,8%,?,-1%
COC(=O)c1ccc(COc2cc([N+](=O)[O-])cc3cccnc23)o1,-3%,24%,?,/,?,10%,6%,0%
COc1ccccc1-n1c(=S)sc2c(=O)n(Cc3ccco3)c(SC)nc21,5%,-10%,10%,/,20µM*,6%,-3%,1%
O=C(NS(=O)(=O)c1ccccc1)c1ccccc1,-13%,-1%,2%,4%,-2%,5%,-5%,-4%
COc1cc(NC(=S)NCc2ccc(S(N)(=O)=O)cc2)cc(OC)c1,2%,i,/,-15%,?,4%,4%,-1%
COc1cccc(OC)c1C(=O)OCC(=O)/C(C#N)=C(\C)N,-5%,-1%,8%[46 µM],2%,1%,2%,-1%,2%
CCOC(=O)CSc1nc2ccc(C)cc2cc1C#N,0%,-14%,-7%,16µM*,-3%,8%,-1%,-5%
C1CCN2C[C@@H]3C[C@@H](CN4CCCC[C@@H]34)[C@H]2C1,2%,-3%,/,/,-5%,-1%,2%,0%
COc1ccc(C(O)P(=O)(O)CCc2ccccc2)cc1 (configuration not stated),3%,i,-5%,-8%,?,7%,-3%,1%
O=C(Nc1cccc2nsnc12)c1ccc2c(c1)OCCO2,-11%,0%,-1%,?,?,1%,?,-3%
CCOC(=O)/C=C/C(=O)OCC(=O)Nc1cccc(Br)c1,1%,-6%,?,28%,?,-8%,-4%,0%
CCc1cccc(C)c1NC(=O)CSc1nc(-c2ccccc2F)nc2nc[nH]c12,0%,i,13%,-8%,?,33%[activator],?,0%
C=CCOC(=O)C1=C(C)NC(SCC(=O)OCC)=C(C#N)C1c1ccc(O)c(OC)c1 (configuration not stated),0%,-4%,12%,-6%,?,5%,-19%,3%
CCC1=C(OC(=O)N(CC)CC)N2C(=O)OC(=NCCOC)[C@]2(Cc2ccccc2)[C@H]2C1=CC[C@H]1C(=O)N(CC(=O)OC)C(=O)[C@H]12,2%&-8%,-9%,/,-5%,9%,6%&3%,-15%&3%,-5%&0%
COC(=O)c1ccc(COC(=O)c2ccc(S(=O)(=O)N3CCC(C)CC3)cc2)o1,-11%,i,-6%,3%,7%,-5%,4%,-1%
O=C(NC(=S)Nn1cnnc1)c1cccc(Br)c1,6%,12%,4%,-23%,7.9µM*,-4%,5%,-1%
COc1cc2c(cc1OC)CN(CC(=O)Nc1ccc(C)cc1)CC2,7%,7%,-4%,0%,?,1%,-4%,-2%
CC(C)CNS(=O)(=O)c1cc(C(=O)N2CC(C)OC(C)C2)c(Cl)cc1Cl (configuration not stated),7%,-1%,-1%,-16%,3%,9%,2%,2%
COc1cccc(CN(CC(=O)NCC2CCCO2)C(=O)CCC(=O)Nc2cc(C)on2)c1 (configuration not stated),1%,26%,9%,-6%,-2%,3%,-2%,-1%
CCOc1ccc(C(=O)CSc2nnc(N)s2)cc1,-1%,i,-3%,12%,-6%,-2%,9%,-3%
Cc1oc(C(C)(C)C)cc1C(=O)Nc1ccc2c(c1)OCCO2,-16%,-13%,?,30%,0%,-1%,-11%,1%
CSc1nc2sc3c(c2c(=O)n1C1CCCCC1)CCN(C)C3,-11%,0%,-8%,-8%,7%,-72%,-2%,-2%
